# E-sel inducer: E-selectin induction in HUVECs, primary screen, imaging, HUVEC, immunofluorescence imaging, single point. normalized: neutral wells 0, TNF-alpha wells 100. activation, % at 7.58 µM. AID 686992, 2013. actives 0.37% (n = 260,000). P16581;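 active = mean E-selectin-positive cell signal at least 10% of the positive control, reached in at least 60% of replicates, without over 20% cell loss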;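 note: in these data hits start at about 27%; measured in HUVEC primary endothelial cells; signal is the percent of cells scored E-selectin positive by PE staining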
# Target sequence (P16581 whole entry, looked up): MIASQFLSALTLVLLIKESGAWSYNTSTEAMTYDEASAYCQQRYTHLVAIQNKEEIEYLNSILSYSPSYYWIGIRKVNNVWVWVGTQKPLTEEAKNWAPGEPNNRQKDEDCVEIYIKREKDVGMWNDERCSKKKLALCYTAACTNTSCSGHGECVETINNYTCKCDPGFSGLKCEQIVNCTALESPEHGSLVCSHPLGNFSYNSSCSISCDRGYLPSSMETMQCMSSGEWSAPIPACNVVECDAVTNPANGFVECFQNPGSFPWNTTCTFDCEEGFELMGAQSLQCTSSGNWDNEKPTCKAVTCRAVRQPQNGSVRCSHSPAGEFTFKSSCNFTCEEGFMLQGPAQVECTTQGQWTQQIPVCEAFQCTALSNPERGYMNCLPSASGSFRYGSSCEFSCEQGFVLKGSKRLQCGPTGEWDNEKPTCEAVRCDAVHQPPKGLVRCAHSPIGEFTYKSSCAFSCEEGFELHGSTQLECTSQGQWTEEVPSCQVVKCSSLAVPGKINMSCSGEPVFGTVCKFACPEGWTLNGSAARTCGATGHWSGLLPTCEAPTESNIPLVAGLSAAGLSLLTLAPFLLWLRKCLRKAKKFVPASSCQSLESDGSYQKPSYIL
#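 Read-out: % PE-positive cells | Test system: HUVEC | Doses: One compound dose added by pin transfer | Buffer or medium: EGM-2 over gelatin coat | Signal: Immunofluorescence imaging | Benchmarks: TNF-alpha, DMSO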
# ERp5 block: inhibitors of ERp5-driven insulin aggregation, primary screen, biochemical, turbidity, absorbance 650 nm, single point. inhibition, % at 9.99 µM. Protein disulfide-isomerase A6 (Homo sapiens), Q15084. 90 min. actives 0.05% (n = 350,000);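 active = mean replicate inhibition above about 25%, with every replicate also reaching it, limit read from the data, passing the limit was not always enough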
# Target sequence (Q15084 whole entry, looked up): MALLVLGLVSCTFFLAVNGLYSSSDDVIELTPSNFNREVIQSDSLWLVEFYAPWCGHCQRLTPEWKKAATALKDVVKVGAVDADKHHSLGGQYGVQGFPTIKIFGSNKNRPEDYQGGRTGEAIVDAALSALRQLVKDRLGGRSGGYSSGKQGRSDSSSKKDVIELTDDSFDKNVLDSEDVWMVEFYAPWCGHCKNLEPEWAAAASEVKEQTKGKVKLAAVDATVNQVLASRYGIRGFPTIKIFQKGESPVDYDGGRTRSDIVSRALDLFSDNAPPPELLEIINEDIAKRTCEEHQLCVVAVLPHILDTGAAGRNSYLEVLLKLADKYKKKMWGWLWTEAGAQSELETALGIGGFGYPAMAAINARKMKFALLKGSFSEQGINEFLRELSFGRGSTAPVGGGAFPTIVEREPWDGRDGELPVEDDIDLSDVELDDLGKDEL
# CASP6 VEID inh: human caspase-6 inhibitors, primary screen, biochemical, VEID-R110 fluorescence, single point, set 2; P55212; purified caspase-6, Z-VEID-R110 cleavage fluorescence; inhibition, % at 12.5 µM; actives 0.53% (n = 350,000); AID 686996, 2013;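 active = mean inhibition across replicates at least about 35%, with every replicate also reaching that limit, limit read from the data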;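 note: 0% = median of neutral control wells and 100% = no fluorescence left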
# ARNT TACC3 PPI: disruptors of ARNT/TACC3 protein interaction, primary screen, biochemical, AlphaScreen, single concentration; actives 0.66% (n = 390,000); AID 623870, 2012; AlphaScreen His-ARNT PAS-B/GST-TACC3 binding, luminescence; TACC3 fragment carries E629A point mutation; inhibition, % at 9.99 µM;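 active = mean inhibition of replicates at least 50% and at least half of replicates each reaching 50%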;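 note: 0% = complete ARNT plus TACC3 wells and 100% = ARNT alone without TACC3; many hits fall short of the cut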
# esBAF inh: Bmi1 luciferase reporter increase in mESCs, primary screen, esBAF inhibitor project, mouse ES cells, Bmi1 luciferase knock-in, single point | 24 h; 100% = twice the neutral-well signal | reporter increase, % at 12.5 µM | actives 2% (n = 350,000) | AID 602393, 2012; in the data active = activation above about 40%;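 note: 0% = median of the plate's neutral control wells and 100% = double that signal; a rise in the Bmi1 reporter signal indicates esBAF inhibition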
# PglD inh: C. jejuni PglD acetyltransferase inhibitors, primary screen, biochemical, DTNB colorimetric, single point | UDP-N-acetylbacillosamine N-acetyltransferase PglD (Campylobacter jejuni) | purified PglD enzyme, DTNB colorimetric CoA detection | inhibition, % at 12.5 µM | actives 0.098% (n = 360,000) | AID 602405, 2012; in the data active = inhibition above about 16%, passing the limit was not always enough; note: strong numbers were not always called active
# RAD52 anneal inh: RAD52 DNA annealing inhibitors, primary screen, biochemical, FRET, single point, set 2; DNA repair protein RAD52 homolog (Homo sapiens), P43351; recombinant RAD52 DNA annealing, FRET fluorescence; inhibition, % at 18.7 µM; actives 0.46% (n = 360,000);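 active = every replicate showing at least 50% inhibition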
# RAD54 branch: inhibitors of human RAD54 branch migration, primary screen, biochemical, fluorescence, single point. DNA repair and recombination protein RAD54-like (Homo sapiens), Q92698. RAD54 Holliday junction branch migration, FAM/BHQ fluorescence. inhibition, % at 10.4 µM. actives 0.14% (n = 360,000). AID 602329, 2012;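 active = mean normalized replicate activity at least 40 and at least half of replicates scoring 40 or more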;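 note: 0% = median of neutral control wells and 100% = median of positive control wells; inhibitors cause a drop in the FAM fluorescence signal; in these data hits start at about 50%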
# Active calls of the source: *; x = not tested or not shown; & = joins results of further samples.
no.	Structure	E-sel inducer	ERp5 block	CASP6 VEID inh	ARNT TACC3 PPI
1	CN(C)CC#Cc1ccc([C@H]2[C@H](CO)N3CCCCN(S(=O)(=O)c4ccccc4)C[C@@H]23)cc1	-0.4	3	-1	1
2	Cc1cc2c(s1)CCCCC(=O)N2	x	x	x	-4
3	CN(Cc1ccc(OC(F)F)cc1)C(=O)c1ccc2c(=O)n3c(nc2c1)CCC3	-0.2	9	3	-2
4	COc1ccc(CNC(=O)C2CCCN(S(=O)(=O)c3c(C)noc3/C=C/N(C)C)C2)cc1 (centres undefined)	6.7	8	0	-1
5	O=C(c1cccc(S(=O)(=O)N2CCc3ccccc3C2)c1)N1CCN(c2ccc(O)cc2)CC1	x	2	1	9
6	CCn1nc(NS(=O)(=O)c2ccccc2)c2cc3cc(C)ccc3nc21	x	1	2	10
7	c1ccc(COc2ncnc3c2ncn3CCCN2CCN(Cc3cccc4ccccc34)CC2)cc1	0.6	0	0	x
8	CCCN(C)C[C@H]1Oc2ncc(-c3ccccc3F)cc2C(=O)N([C@H](C)CO)C[C@@H]1C	-0.2	-1	-5	-4
9	COC(=O)c1c(N2C(=O)CC(Sc3ccccc3C(=O)O)C2=O)sc(C)c1C (centres undefined)	x	0	3	0
10	COc1cccc(NC(=O)N(C)C[C@@H]2Oc3ncc(C#Cc4ccc(F)cc4)cc3C(=O)N([C@H](C)CO)C[C@H]2C)c1	-0.7	0	1	-13
11	Cn1c(NNC(=O)c2cccc3ccccc23)cc(=O)n(C)c1=O	-2.3	-5	3	4
12	CNC[C@@H]1Oc2ccc(NC(=O)NC(C)C)cc2CC(=O)N([C@H](C)CO)C[C@@H]1C	x	1	-1	-6

no.	esBAF inh	PglD inh	RAD52 anneal inh	RAD54 branch
1	3	1	7	-6
2	-6	-2	x	-6
3	5	-2	-15	-3
4	-5	2	-362	-9
5	x	x	-5	x
6	5	4	-13	-5
7	1	-3	10	16
8	1	-1	14	-10
9	-4	x	-11	x
10	1	1	-14	-16
11	-10	-8	-7	0
12	-1	3	-6	-12

# (more compounds)
no.	Structure	E-sel inducer	ERp5 block	CASP6 VEID inh	ARNT TACC3 PPI
13	Cc1ccc(S(=O)(=O)N2CCOCC2)cc1NC(=O)COC(=O)CCC(=O)c1ccc(F)cc1	x	-17	0	-8
14	Cc1ccccc1NC(=O)CSc1nc2ccccc2c(=O)n1CC1CCCO1 (centres undefined)	-0.1	0	1	-9
15	CCCCc1c(-c2ccccc2OC)ncn1C1CCCC1	-0.1	0	-1	x
16	Cc1ccccc1-c1cnc2c(c1)C(=O)N([C@H](C)CO)C[C@H](C)[C@H](CN(C)C(=O)c1cccnc1)O2	0.6	-2	-2	-1
17	CC(C)NC(=O)N1[C@H](CO)[C@H](c2ccccc2)[C@@H]1CNCc1ccccc1	0.0	5	1	x
18	O=C(N[C@@H]1C=C[C@H](CC(=O)N2CCCCC2)O[C@H]1CO)c1ccc2c(c1)OCO2	-0.1	7	1	-5
19	O=C(NC1(C(F)(F)F)NC(=O)N(Cc2cccnc2)C1=O)c1ccccc1Cl (centres undefined)	x	x	x	-3
20	COc1ccc(N(CC(=O)N2CCCC2)S(=O)(=O)c2ccc(NC(C)=O)cc2)cc1	x	2	15	-5
21	CC(C)(CNC(=O)C1CCN(S(=O)(=O)c2cc([N+](=O)[O-])ccc2Cl)CC1)N1CCOCC1	2.2	-1	1	1
22	O=C(C[C@@H]1CC[C@@H]2[C@H](COC[C@H](O)CN2C(=O)c2ccncc2)O1)NC1CCC1	0.1	-2	2	-2
23	NC(=O)CC(NC(=O)Cc1cccc2ccccc12)c1ccc(NCc2ccccc2)c([N+](=O)[O-])c1 (centres undefined)	0.1	4	2	-4
24	CCCCc1c(-c2ccc(F)cc2F)ncn1CCc1ccccc1OC	-0.2	2	3	x

no.	esBAF inh	PglD inh	RAD52 anneal inh	RAD54 branch
13	-1	2	-13	2
14	-3	-1	-12	-9
15	x	x	8	x
16	-4	3	13	13
17	x	x	-23	x
18	1	5	-6	0
19	-2	4	x	-1
20	-3	-5	-11	4
21	x	0	3	-1
22	-7	0	-12	4
23	4	7	-13	-3
24	x	x	-8	x

# Random excerpt: 7 compounds from above.
no.	Structure	E-sel inducer	ERp5 block	CASP6 VEID inh	ARNT TACC3 PPI
20	COc1ccc(N(CC(=O)N2CCCC2)S(=O)(=O)c2ccc(NC(C)=O)cc2)cc1	x	2	15	-5
11	Cn1c(NNC(=O)c2cccc3ccccc23)cc(=O)n(C)c1=O	-2.3	-5	3	4
22	O=C(C[C@@H]1CC[C@@H]2[C@H](COC[C@H](O)CN2C(=O)c2ccncc2)O1)NC1CCC1	0.1	-2	2	-2
17	CC(C)NC(=O)N1[C@H](CO)[C@H](c2ccccc2)[C@@H]1CNCc1ccccc1	0.0	5	1	x
12	CNC[C@@H]1Oc2ccc(NC(=O)NC(C)C)cc2CC(=O)N([C@H](C)CO)C[C@@H]1C	x	1	-1	-6
9	COC(=O)c1c(N2C(=O)CC(Sc3ccccc3C(=O)O)C2=O)sc(C)c1C (centres undefined)	x	0	3	0
10	COc1cccc(NC(=O)N(C)C[C@@H]2Oc3ncc(C#Cc4ccc(F)cc4)cc3C(=O)N([C@H](C)CO)C[C@H]2C)c1	-0.7	0	1	-13

no.	esBAF inh	PglD inh	RAD52 anneal inh	RAD54 branch
20	-3	-5	-11	4
11	-10	-8	-7	0
22	-7	0	-12	4
17	x	x	-23	x
12	-1	3	-6	-12
9	-4	x	-11	x
10	1	1	-14	-16

# More records follow:
no.	Structure	E-sel inducer	ERp5 block	CASP6 VEID inh	ARNT TACC3 PPI
25	CCN1CCN(C(=O)c2ccc3c(=O)n(C4CCCC4)c(=S)[nH]c3c2)CC1	x	x	x	-3
26	O=C(NCc1cccs1)C1CCN(c2ccc(S(=O)(=O)N3CCOCC3)cc2Cl)CC1	x	x	x	0
27	COc1ccc(OC)c(C2C=C(c3ccc(C)c(C)c3)Nc3nnnn32)c1 (centres undefined)	x	x	x	-5
28	Cn1c(=O)c2c(nc(CN3CCc4ccccc4C3)n2Cc2ccc(Cl)cc2)n(C)c1=O	x	x	x	0
29	O=C(CN1CCOCC1)N1CCCCN2[C@@H](CO)[C@H](c3ccc(-c4ccccc4)cc3)[C@@H]2C1	-0.2	6	1	-6
30	CN(c1ccccc1)S(=O)(=O)c1ccc(Cl)c(C(=O)NC2=NCCS2)c1	x	-3	2	-2
31	CCc1cccc(CC)c1-n1c(SCn2nnc3ccccc3c2=O)nnc1-c1cccnc1	x	x	x	16
32	CCCNC(=O)N1[C@H](CO)[C@@H]2c3ccccc3N(C)C[C@@H]21	0.3	-3	1	7
33	COc1ccccc1CN1CCNC(=O)C1CC(=O)N(C)Cc1ccon1 (centres undefined)	0.1	-2	0	x
34	O=C1/C(=C\c2ccccc2)CN(C(=O)CCN2CCCCC2)C/C1=C/c1ccccc1	-0.5	-9	-8	7
35	O=C(CSc1nccn1-c1cccc(Cl)c1)NC1CCCC1	x	x	x	1
36	COc1ccc(/C=N/NC2=NS(=O)(=O)c3ccccc32)cc1OC(C)=O	-1.5	3	5	7

no.	esBAF inh	PglD inh	RAD52 anneal inh	RAD54 branch
25	-2	4	x	9
26	-19	-2	x	0
27	0	3	x	-3
28	7	0	x	-1
29	-1	10	3	0
30	x	x	2	x
31	7	7	x	6
32	2	-4	9	2
33	x	x	-11	x
34	x	x	55*	x
35	-4	-5	x	-2
36	-7	-5	-13	9

# Later entries.
no.	Structure	E-sel inducer	ERp5 block	CASP6 VEID inh	ARNT TACC3 PPI
37	Cc1ccc(C)c(N(C(=O)c2ccco2)C(C(=O)NC2CCCC2)c2ccco2)c1 (centres undefined)	-0.2	2	-1	-5
38	CCN(CC)C(=O)c1csc([C@@H]2O[C@H](CO)[C@H](O)[C@H](O)[C@H]2O)n1	0.0	5	0	x
39	CCOc1ccccc1N1CCN(C(=O)[C@@H]2CCCN2C2=NS(=O)(=O)c3ccccc32)CC1	0.5	3	-6	x
40	Cc1ccc(S(=O)(=O)N2CCOCC2)cc1C(=O)N1CCC(Cc2ccccc2)CC1	x	-3	6	2
41	C(#Cc1c(-c2ccsc2)sc2ccccc12)c1ccsc1	0.1	7	2	3
42	COCc1c(C(=O)N/N=C/c2c[nH]c3ccccc23)nnn1-c1nonc1N	x	3	-3	-9
43	Cc1ccc(C)c(S(=O)(=O)N/N=C/c2ccc(F)cc2)c1	x	3	18	6
44	COc1ccc(Cl)cc1C(=O)Nc1ccc(NC(=O)c2ccco2)cc1	x	x	x	12
45	CCc1ccc(NC(=O)Cn2nnc(C(=O)NCc3ccc4c(c3)OCO4)c2N)cc1	x	x	7	3
46	Fc1ccc(-c2nnc3ccc(N4CCCC4)nn23)cc1	2.1	-2	3	-4
47	Cc1ccc2ccc(S(=O)(=O)NCc3ccco3)cc2c1	-11	-2	5	-3
48	COc1ccc(-c2noc(CNS(=O)(=O)c3ccccc3)n2)cc1	-0.1	2	2	-6

no.	esBAF inh	PglD inh	RAD52 anneal inh	RAD54 branch
37	2	-3	-5	-2
38	1	2	-9	2
39	3	x	-24	x
40	-4	-5	-1	5
41	-1	-1	-19	-3
42	-5	2	-18	16
43	x	x	-12	x
44	15	-8	x	-3
45	0	-1	-4	13
46	10	0	-2	12
47	5	-6	-28	-10
48	x	7	-9	-3

# Going on with the list.
no.	Structure	E-sel inducer	ERp5 block	CASP6 VEID inh	ARNT TACC3 PPI
49	COc1cccc(CN2CC(C(=O)NCCCn3ccnc3C)CCC2=O)c1 (centres undefined)	x	6	-2	-3
50	CN(C)S(=O)(=O)c1ccc(N2CCCC2)c(C(=O)NNC(=O)COc2ccccc2Cl)c1	x	0	-2	1
51	CCN(CC)C(=O)C1=C(C)N(CCCOC)C(=O)C(CC(=O)NC2CC2)C1 (centres undefined)	0.1	-7	-3	x
52	FC(F)(F)c1cccc(NC(=S)Nc2ccc(Cl)c(Cl)c2)c1	-0.1	3	-4	2
53	CCN(CC)CCN1C(=O)C(=O)/C(=C(/O)c2c(C)[nH]c(C(=O)OC)c2C)C1c1cccnc1 (centres undefined)	0.7	x	x	-9&-9
54	CC(C)NC(=O)N(C)C[C@H]1OCCCC[C@H](C)Oc2ccc(NC(=O)CCC(F)(F)F)cc2C(=O)N([C@@H](C)CO)C[C@H]1C	-0.2	3	0	-10
55	Cc1[nH]nc(N=CC2=C(O)CC(c3ccco3)CC2=O)c1-c1ccccc1 (centres undefined)	0.2	-10&7	0&0	-4&28
56	COc1ccc(OCC(=O)N/N=C2\CCCCc3ccccc32)cc1	-0.1	2	4	1
57	Cc1cc2occ(CC(=O)Nc3nccs3)c2cc1C(C)C	x	x	x	4
58	C[C@@H]1CN([C@H](C)CO)C(=O)c2cc(NC(=O)Cc3ccccc3)ccc2O[C@H]1CN(C)C(=O)Nc1ccccc1	0.2	-5	2	-5
59	COC(=O)c1ccc(C23CC4(C2)[C@H](CN(C)[C@@H]4c2ccccc2)C3c2ccccc2)cc1 (some centres undefined)	-0.1	-6	-2	0
60	Cc1cc(N2CCN(CC(C)(C)O)C[C@@H]2C)ccc1N1CCN(CC(C)(C)O)[C@H](C)C1	-0.4	0	-1	x

no.	esBAF inh	PglD inh	RAD52 anneal inh	RAD54 branch
49	3	-3	0	1
50	12	2	-5	1
51	-6	1	-2	-16
52	x	0	-12	5
53	3&3	3&-2	x	-21&0
54	x	-1	-2	6
55	1	-1	-18&-25	6
56	x	x	-13	x
57	-2	0	x	-6
58	-5	0	14	6
59	-12	-3	-23	5
60	x	x	-3	x
